High-throughput results deposited in PubChem by The Scripps Research Institute Molecular Screening Center.
GPR151 activ = activates the human receptor GPR151; Q8TDV0; PathHunter beta-arrestin GPR151 cells, luminescence; activation, % at 11.2 µM; 650,000 tested, 1% active; AID 1508602; in the data active means activation above about 4.9%;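 further: 0% = median of compound wells and 100% = cells with positive control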
Target sequence (Q8TDV0 whole entry, looked up): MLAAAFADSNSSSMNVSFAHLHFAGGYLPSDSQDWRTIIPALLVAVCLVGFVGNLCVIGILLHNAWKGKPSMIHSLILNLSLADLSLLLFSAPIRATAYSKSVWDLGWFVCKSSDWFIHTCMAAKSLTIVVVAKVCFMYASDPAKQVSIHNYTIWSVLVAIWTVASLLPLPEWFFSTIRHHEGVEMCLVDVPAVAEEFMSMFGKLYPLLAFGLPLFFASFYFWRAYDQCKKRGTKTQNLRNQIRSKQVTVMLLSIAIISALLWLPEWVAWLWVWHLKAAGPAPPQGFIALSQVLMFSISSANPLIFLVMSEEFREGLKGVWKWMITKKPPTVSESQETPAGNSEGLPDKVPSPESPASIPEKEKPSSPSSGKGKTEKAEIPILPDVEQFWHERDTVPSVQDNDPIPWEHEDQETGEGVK
TEAD-YAP inh = TEAD-YAP interaction inhibition. HEK-TIYL cells, TEAD-Gal4/YAP UAS-luciferase luminescence. inhibition, % at 9.12 µM. 640,000 tested, 1.4% active. AID 1259422; in the data active means inhibition above about 32%;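 further: 0% = median of test compound wells and 100% = reference inhibitor wells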
MITF inh = inhibitors of human MITF. AlphaScreen MITF homodimerization, bead proximity signal. inhibition, % at 2.6 µM. 650,000 tested, 0.91% active. AID 1259374; in the data active means inhibition above about 50%;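 further: 0% = vehicle wells with protein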
FBW7 act = activators of human E3 ligase FBW7. Q969H0. AlphaScreen FBW7–phospho-cyclin E peptide binding, activator screen. normalized activity (activation), % at 26.1 µM. 650,000 tested, 0.13% active. AID 1259310; in the data active means normalized activity above about 1.9%;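 further: purified mutant Fbw7 with reduced substrate affinity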
Target sequence (Q969H0 whole entry, looked up): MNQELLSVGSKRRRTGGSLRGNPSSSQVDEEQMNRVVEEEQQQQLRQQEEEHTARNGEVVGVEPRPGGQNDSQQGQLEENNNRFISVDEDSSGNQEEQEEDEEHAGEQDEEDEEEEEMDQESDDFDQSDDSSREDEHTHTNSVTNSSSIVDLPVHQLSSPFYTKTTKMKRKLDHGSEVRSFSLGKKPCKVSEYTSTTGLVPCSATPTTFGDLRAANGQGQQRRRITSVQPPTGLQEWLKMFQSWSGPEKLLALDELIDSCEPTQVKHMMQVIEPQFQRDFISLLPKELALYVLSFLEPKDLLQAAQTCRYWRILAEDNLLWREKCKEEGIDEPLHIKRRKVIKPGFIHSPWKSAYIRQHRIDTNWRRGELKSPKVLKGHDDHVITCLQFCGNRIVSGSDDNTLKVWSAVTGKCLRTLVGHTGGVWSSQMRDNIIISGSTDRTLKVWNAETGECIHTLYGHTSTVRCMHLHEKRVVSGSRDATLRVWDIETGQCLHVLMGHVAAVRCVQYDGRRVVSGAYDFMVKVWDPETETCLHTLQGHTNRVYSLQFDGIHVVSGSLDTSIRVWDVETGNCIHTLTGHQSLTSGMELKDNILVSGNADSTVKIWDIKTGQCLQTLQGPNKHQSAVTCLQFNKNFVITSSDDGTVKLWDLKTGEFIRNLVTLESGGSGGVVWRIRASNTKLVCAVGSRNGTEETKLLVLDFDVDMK
* marks the source's active call; other numbers are inactive results.

SMILES	GPR151 activ	TEAD-YAP inh	MITF inh	FBW7 act
CC(C)N1CC23C=CC(O2)C(C(=O)N2CCC4(CC2)NC(=O)c2ccccc2O4)C3C1=O (stereo unspecified)	-0.6	-10	2	0.2
CC(=O)C1C(c2ccc(F)cc2)c2c(noc2C)CC1(C)O (stereo unspecified)	0.1	1	8	0.0
CCOC(=O)C(=O)Nc1nnc(CC)s1	-1.3	5	26	-0.1
CCOc1ccc(S(=O)(=O)NNc2ccccc2)cc1	1.2	-7	-17	-0.1
NNC(=O)CNC(=O)C12CC3CC(CC(C3)C1)C2	0.3	-16	-7	0.2
O=C(CNc1cccc2ccccc12)N/N=C/c1cc(I)ccc1O	-0.8	9	5	-0.4
Cc1cccc(NC(=O)c2ncoc2-c2cccc(F)c2)c1C#N	1.4	0	-5	-0.1
CCOc1cccc(C2CC(c3cccc(OC)c3)=NC(c3ccc(F)cc3)N2)c1O (stereo unspecified)	-2.5	-19	2	0.5
CN1C(=O)/C(=C/c2ccc([N+](=O)[O-])cc2)SC1=Nc1ccc(C(=O)O)cc1	-0.3	6	18	0.3
COc1ccc(C2(O)CCN(CC(=O)Nc3nnc(C)s3)CC2)cc1	-0.8	-4	-15	-0.1
CC(=O)N1C(=S)NC(=O)/C1=C/c1cc2ccccc2nc1N1CCOCC1	0.8	-40	44	0.3
CCOc1cc(/C=C2\SC(=S)N(c3ccc(NC(C)=O)cc3)C2=O)ccc1O	-0.1	6	-4	-0.2
COC(=O)C1=CN(C(C)C)C=C(C(=O)OC)C1c1cc(OC)ccc1OC	0.0	7	3	0.0
Cc1n[nH]c(=S)n1-c1ccc(C(=O)O)cc1	1.5	3	13	0.1
COc1ccc(-c2cccc(C(=O)NC3CC3)c2)cn1	-1.4	-29	-5	0.0
COc1ccc(C2CC(=O)N3CN(c4ccccc4)CSC3=C2C#N)cc1 (stereo unspecified)	-1.4	15	-13	-0.2
NS(=O)(=O)c1ccc(NC2=C(Cl)C(=O)N(c3ccc(Cl)cc3)C2=O)cc1	1.4	19	14	0.0
O=C(Nc1ccc2c(c1)OCO2)N1CCN(C(=O)c2ccco2)CC1	-0.8	-4	-11	-0.1
CCCCCNC(=O)c1c(-c2ccccc2)noc1C	0.3	-3	-4	0.0
CC(=O)Nc1cc2c(cc1C(=O)c1ccccc1Br)OCCO2	-1.5	-3	-4	0.1
O=C(Nc1ccc(F)c(F)c1)c1ccc([N+](=O)[O-])cc1Cl	2.2	-37	-5	0.1
CSc1cccc(NC(=O)CCc2ccc(S(=O)(=O)NC(C)(C)C)cc2)c1	-1.4	8	10	0.1
COC(=O)c1ccc(OCc2ccccc2Cl)cc1	-1.1	-28	-18	-0.2
CCOC(CNC(=O)c1c[nH]c2ccc(S(=O)(=O)N(C)c3ccc(C(C)C)cc3)cc2c1=O)OCC	1.1	-4	-6	0.1
O=C(COCc1cc(-c2ccc(F)cc2)on1)Nc1cccc(O)c1	0.7	11	8	0.1

Further structures:
SMILES	GPR151 activ	TEAD-YAP inh	MITF inh	FBW7 act
C=CCc1ccccc1COCC(O)CN1CC(C)OC(C)C1 (stereo unspecified)	0.4	2	3	-0.1
CC(=C\c1ccccc1)/C=C1/SC(=S)N(C(C)C(=O)O)C1=O (stereo unspecified)	-1.5	-4	12	-0.1
Cc1cc2nnc(SCc3cn4cccnc4n3)n2c2ccccc12	-0.3	-2	5	0.1
COc1ccc(Br)cc1/C=C1/SC(=N)N(c2ccc3c(c2)OCO3)C1=O	-0.7	1	-3	-0.1
Cc1nc2c(c(N3CCOCC3)n1)OCC(=O)N2	0.3	-2	5	-0.1
Cn1c(=O)[nH]c(=O)c2c1nc(NCc1ccccc1)n2Cc1ccccc1	-0.4	-2	6	0.2
COc1ccc(NC(=O)C2CCCN(c3nn4c(=O)cc(C)nc4s3)C2)cc1Cl (stereo unspecified)	-0.3	3	4	0.0
COc1ccc(S(=O)(=O)Nc2cc(Cl)c(O)c3ccccc23)cc1	0.1	-2	9	-0.1
CCOC(=O)c1c[nH]c2c(F)cccc2c1=O	-2.2	0	4	0.5
Cc1ccc2cc(C#N)c(SCC(=O)NCc3ccco3)nc2c1C	1.4	9	9	0.1
COc1cc2c(cc1OC)C(C(=O)NC1CCCCC1)C(c1ccccc1F)N(C)C2=O (stereo unspecified)	0.9	-4	11	0.0
O=C1CC(C(=O)Nc2ccc(Cl)c(Cl)c2)C2(CCCCC2)O1 (stereo unspecified)	2.1	12	20	0.6
O=C1CCCN2N=C(SCC(=O)NCc3ccccc3)SC2=N1	-0.3	8	0	-0.1
Oc1cccc(Nc2ccc(-c3ccccc3F)nn2)c1	2.1	-52	-1	-0.3
Cc1noc(C)c1CN1C(=O)C(F)(F)Oc2ccccc21	1.0	0	13	0.3
NC(=O)CSc1nnc(Cc2ccc3c(c2)OCO3)n1C1CCCCC1	1.2	5	4	0.3
COc1ccc2cc(CN(CCCO)S(=O)(=O)c3ccccc3Cl)c(=O)[nH]c2c1	-0.6	-9	-6	-0.2
CCC(C)(C)NS(=O)(=O)c1ccc2c(c1)SCCN2C(C)=O	-1.1	-1	8	0.0
O=C(Oc1ccc(-n2cnnn2)cc1)N1CCOCC1	-0.7	-4	9	-0.2
NNC(=O)c1cc2c(s1)CCCCC2	0.4	-9	5	0.0
CCOC(=O)c1c(-c2ccccc2)oc2ccc(OCC(=O)OCc3ccccc3)cc12	1.0	8	-10	0.1
COc1cc2c(cc1OC)C(C(=O)O)C(c1cccnc1)N(C)C2=O (stereo unspecified)	0.1	-8	-18	0.1
CCOCCCNC(=O)CCc1nnc(-c2cc(C)oc2C)o1	1.2	-22	-6	-0.2
Cc1ccccc1S(=O)(=O)Cc1ccc(C(=O)NCCCN2CCCCCC2)o1	-0.2	0	-7	-0.1
CC(C)NC(=O)CSc1nc2ccccc2s1	-0.5	-7	-3	-0.1

Record cards (already shown). Order of values: GPR151 activ	TEAD-YAP inh	MITF inh	FBW7 act
NC(=O)CSc1nnc(Cc2ccc3c(c2)OCO3)n1C1CCCCC1 is entered as 1.2	5	4	0.3
CCOC(=O)c1c(-c2ccccc2)oc2ccc(OCC(=O)OCc3ccccc3)cc12 is entered as 1.0	8	-10	0.1
COc1ccc(-c2cccc(C(=O)NC3CC3)c2)cn1 is entered as -1.4	-29	-5	0.0
CSc1cccc(NC(=O)CCc2ccc(S(=O)(=O)NC(C)(C)C)cc2)c1 is entered as -1.4	8	10	0.1
CC(=C\c1ccccc1)/C=C1/SC(=S)N(C(C)C(=O)O)C1=O (stereo unspecified) is entered as -1.5	-4	12	-0.1

Following part.
SMILES	GPR151 activ	TEAD-YAP inh	MITF inh	FBW7 act
N#CCCCSc1nnc(Nc2ccccc2F)s1	-1.1	-49	8	0.2
CC(=O)Nc1ccc(C(=O)Nc2ccc(I)cc2)cc1	-2.7	-17	-16	0.0
Cc1cc(S(=O)(=O)NCCC(=O)O)cc(C)c1Cl	0.9	0	-6	0.1
COc1ccc(C(=O)Nc2c(C(=O)Nc3ccccc3)oc3ccccc23)cc1	-1.4	7	-5	-0.1
COC(=O)C1=C(C)N(c2ccc(OC)cc2)C(=O)/C1=C\c1ccc(O)c(OC)c1	-1.5	-5	-1	-0.5
N#CCCN1CCN(Cn2c3ccccc3c3ccccc32)CC1	-0.2	-5	-4	0.3
CNC(=O)c1ccccc1Nc1cc(NC(=O)C(C)(C)c2ccccc2)ncc1C(F)(F)F	-0.3	4	8	0.0
Cc1ccc2[nH]c3nc(N/N=C/c4ccco4)nnc3c2c1	0.3	-32	-4	-0.1
CCN(CC)c1ccc(S(N)(=O)=O)cc1N	-1.2	4	15	0.5
Clc1cccc(Cl)c1/C=N/Nc1ncccn1	-0.6	-25	-8	-0.5
O=C(Cc1nnc(NC(=O)c2cccs2)s1)NCc1ccccc1	1.3	-3	-25	0.1
CC/C(=N\NC(=O)CNc1ccccc1C)c1ccccc1	-1.2	0	-11	0.0
COc1c(O)cc2oc(-c3ccc(O)c(O)c3)cc(=O)c2c1O	-3.5	8	21	-0.2
CC(=O)/C=C(\C)Nc1cc2c(C)c(C)[nH]c2cc1C	-0.9	-3	-6	-0.3
Cc1ccc(OCC(=O)Nc2cccc(-c3nc4ncccc4o3)c2)cc1C	1.7	7	8	0.0
COc1ccc(S(=O)(=O)N2CCOCC2)cc1N(C)S(=O)(=O)c1ccc(C)cc1	0.9	2	9	-0.2
CC(=O)c1ccc(NC(=S)NCCCN2CCOCC2)cc1	-0.7	-7	-12	-0.2
Cc1ccc2c(c1)CN(CCC(=O)NC1CCN(Cc3ccccc3)CC1)CC(C)O2 (stereo unspecified)	-0.4	7	13	0.6
CCOC(=O)Cn1cc(C#N)c2ccccc21	0.7	-10	1	-0.1
CC(CNC(=O)c1cc(COc2c(F)cccc2F)on1)Oc1cccnc1 (stereo unspecified)	-1.3	3	5	0.3
Cc1cccc(NC(=O)c2ccc(CNc3c(N4CCC(C)CC4)c(=O)c3=O)cc2)c1	-1.5	-6	0	0.0
O=C(NCCn1ccc2ccccc21)c1ccccc1	-0.2	-52	3	0.6
COc1cccc(NC(=O)C2C3C=CC4(O3)C2C(=O)N(CC2COc3ccccc3O2)C4C(=O)NC2CCCCC2C)c1 (stereo unspecified)	-1.3	-1	-5	-0.2
c1ccc(Sc2ccc(-c3csc(-c4nc(-c5ccc(Sc6ccccc6)cc5)cs4)n3)cc2)cc1	-0.7	1	-2	0.0
Cc1noc(C)c1COc1cccc(C(=O)OC(C)C#N)c1 (stereo unspecified)	-0.9	-1	9	-0.1

The list goes on.
SMILES	GPR151 activ	TEAD-YAP inh	MITF inh	FBW7 act
O=C(O)c1cc(C(=O)O)cc(N2C(=O)C3C4C=CC(C4)C3C2=O)c1 (stereo unspecified)	1.7	1	12	0.7
CC(=O)CCc1ccc(OCC(=O)NC2CCCCC2C)cc1 (stereo unspecified)	-0.8	6	-4	-0.1
Cc1nn(-c2ccccc2)c2sc(C(=O)Nc3ccc(C)c4ncccc34)cc12	0.9	-5	-7	-0.6
CCCSc1nnc2c(n1)OC(c1cccc([N+](=O)[O-])c1)Nc1ccccc1-2 (stereo unspecified)	-0.6	-8	7	0.0
CC1(C)c2ssc(=S)c2-c2ccccc2N1C(=O)c1sc2ccccc2c1Cl	0.1	10	8	0.2
COc1ccc(CCNC(=O)COc2ccccc2Cl)cc1OC	0.7	3	-2	-0.1
O=S(=O)(c1cccc2nsnc12)N1CCN(C(c2ccccc2)c2ccccc2)CC1	0.1	-4	16	0.0
CC(C)CC1=NN(C(=O)C(=O)NCCc2ccccc2)C(O)(C(F)(F)F)C1 (stereo unspecified)	5.5*	-2	0	-0.1
COc1cc(CN=Cc2c(O)[nH]c3ccccc23)cc(OC)c1OC	0.0	-2	14	0.5
Cn1nc(C(=O)OCc2ccc(Br)cc2)c2ccccc2c1=O	-0.3	5	-5	0.0
C=CCN1C(=O)/C(=C\c2ccc(OCC(=O)O)c(Cl)c2)C(=O)NC1=S	1.9	2	-4	-0.1
Cc1ccc(-c2nc3c(c(SCC(N)=O)n2)Cc2c(CO)cnc(C)c2O3)cc1	2.0	0	-5	0.0
CCCCc1nc2sc3c(NCCC(C)C)ncnc3c2c2c1CCCC2	-0.1	-4	-2	0.0
Cc1ccc2[nH]c(=S)[nH]c2c1C	1.0	-4	-3	0.0
N#C/C(=C/c1ccoc1)c1nc(CCN2C(=O)c3ccccc3C2=O)cs1	-0.1	3	7	0.1
Cc1ccc(C(CC#N)C2CCOC(C)(C)C2)cc1 (stereo unspecified)	0.0	-1	-1	0.2
NC(=O)CSc1nnc2c(n1)[nH]c1cccc(C(F)(F)F)c12	-0.5	5	3	0.0
C=CCn1c(SCC(=O)Nc2nnc(CC)s2)nnc1-c1cccnc1	-2.0	-6	15	0.0
Cc1cccc(CNCc2cc(NS(C)(=O)=O)cc(C(=O)Nc3ccccc3)c2)c1	0.2	-8	10	0.0
Cc1c(Cl)cccc1NC(=O)C(C)N1C(=O)c2ccccc2C1=O (stereo unspecified)	0.6	12	8	0.1
Cc1cc(C(=O)Nc2ccc(I)cc2C(=O)O)ccc1[N+](=O)[O-]	0.9	-1	2	0.0
CC(=O)N1CCSc2cc(S(=O)(=O)NCc3cccnc3)ccc21	-2.2	12	10	0.6
O=C(N/N=C/c1cccs1)c1ccc(C(=O)N/N=C/c2cccs2)o1	1.9	-8	12	0.1
Nc1nc(SCc2ccc(Br)cc2)n[nH]1	-0.3	1	-8	-0.1
COc1ccc(-c2noc(CN3CCC(c4ccc(F)cc4)C3)n2)cc1 (stereo unspecified)	-2.4	0	-1	-0.1

(next part)
SMILES	GPR151 activ	TEAD-YAP inh	MITF inh	FBW7 act
Cc1ccc2cc(-c3cccnc3)[nH]c2c1	-0.9	-65	4	0.0
CCn1c(SCC(=O)N2CCC(C)CC2)nnc1-c1ccccc1O	-0.8	5	10	0.0
CCc1nnc(NC(=O)c2ccccc2Oc2ccccc2)s1	2.8	1	-5	-0.1
CC(C)[C@H](NC(=O)c1ccccc1Cl)C(=O)OCC(=O)c1ccccc1	2.9	-8	13	0.2
CCc1cccc(C)c1NC(=O)CSc1nnc(N)s1	-0.1	2	2	0.1
Cc1cc(Cl)c(S(=O)(=O)Nc2ccc3c(c2)CCC3)cc1OCC(N)=O	0.0	12	-1	-0.3

A few values from the entries so far.
`Cc1cc(Cl)c(S(=O)(=O)Nc2ccc3c(c2)CCC3)cc1OCC(N)=O` @ GPR151 activ: 0.0
`Cc1ccc2cc(-c3cccnc3)[nH]c2c1` @ MITF inh: 4
`CCc1nnc(NC(=O)c2ccccc2Oc2ccccc2)s1` @ GPR151 activ: 2.8
`CCn1c(SCC(=O)N2CCC(C)CC2)nnc1-c1ccccc1O` @ GPR151 activ: -0.8
`CC(C)[C@H](NC(=O)c1ccccc1Cl)C(=O)OCC(=O)c1ccccc1` @ MITF inh: 13
